# Giardia FBPA inh – Giardia lamblia aldolase inhibition | Potency, µM (series often up to 59.6 µM), inactives show at the top dose activity, negative = inhibition, most hits filed as inhibitors | 0.71% of 290,000 active | purified Giardia FBPA | A8B2U2; note: potency is the fitted concentration of half-maximal effect; nearly all actives have a fitted effect of over 55% in size
# Target sequence (A8B2U2 whole entry, looked up): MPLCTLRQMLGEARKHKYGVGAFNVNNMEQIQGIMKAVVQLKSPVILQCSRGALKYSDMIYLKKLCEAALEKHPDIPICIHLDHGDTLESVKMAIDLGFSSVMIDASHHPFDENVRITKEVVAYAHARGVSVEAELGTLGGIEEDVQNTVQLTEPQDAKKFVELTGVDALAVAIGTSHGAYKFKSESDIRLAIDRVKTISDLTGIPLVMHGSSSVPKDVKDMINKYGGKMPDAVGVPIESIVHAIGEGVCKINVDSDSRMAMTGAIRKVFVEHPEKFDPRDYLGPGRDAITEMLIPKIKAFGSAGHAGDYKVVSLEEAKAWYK
#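 40 nM FBPA preincubated 10 min at RT with compound (up to 57.5 uM final), then substrate plus GAPDH/TPI/NAD/arsenate coupling and diaphorase/resazurin added. Fluorescence read after 20 min at RT, 525/598 nm.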
# HCMV inh – blocks human cytomegalovirus replication; HFF cells, HCMV-luciferase reporter, 72 h; stronger effect = lower value; activity change, negative = inhibition, % at 57.5 µM; 4.5% of 410,000 active; AID 1259415; in the data active = activity change below about -60%; inconclusive = no clear call, values can overlap the other calls; inactive = above about -39%
#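 Two-dose cell screen: HFF monolayers treated with compounds and infected with luciferase-expressing HCMV at 1 PFU/cell, 72 h at 37C, then lysed for luciferase measurement.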
# Sm TGR block – inhibitors of Schistosoma mansoni thioredoxin glutathione reductase. purified TGR, DTNB reduction, TNB absorbance 405 nm. Potency, µM (top dose mostly 114 µM), inactives show at the highest dose activity change, negative = inhibition, most hits filed as inhibitors. 3% of 360,000 active. AID 485364. Q962Y6; note: potency is the fitted concentration of half-maximal effect; nearly all actives have a fitted effect of over 60% in size
#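 Kinetic colorimetric format: TGR-catalysed, NADPH-driven DTNB reduction monitored via TNB absorbance. Enzyme dispensed at 20 nM; compound exposure 15 min at room temperature before reaction start.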
# AMA1 RON2 block – disrupts binding of P. falciparum AMA1 to RON2 | AlphaScreen AMA1-biotinylated RON2 peptide binding | Potency, µM (titrated, usually from 58.2 µM), for inactives: at the highest dose activity change, negative = inhibition, hits mostly inhibitors | 0.2% of 360,000 active | AID 720542;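 note: potency is the fitted concentration of half-maximal effect; 0% = vehicle wells and -100% = peptide control; nearly all actives have a fitted effect of over 45% in size; some results filed as inactive show a strong effect at the top dose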
#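 AMA1 (3D7) with his tag at 25 nM final met compounds first, then biotinylated RON2 peptide at 25 nM; detection used donor plus acceptor beads, 10 µg/mL apiece, read by AlphaScreen after 30 min at room temperature.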
# AmpC detergent – inhibitors of E. coli AmpC beta-lactamase with detergent | P00811 | AmpC hydrolysis of nitrocefin, absorbance 480 nm, 0.01% Triton | Potency, µM (top dose mostly 114 µM), for inactives: top-dose activity change, negative = inhibition, usual class: inhibitors | 0.041% of 370,000 active | AID 485294;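 note: potency is the fitted concentration of half-maximal effect; 0% = no-compound wells and -100% = no-enzyme wells; nearly all actives have a fitted effect of over 25% in size; some results filed as inactive show a strong effect at the top dose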
# Target sequence (P00811 whole entry, looked up): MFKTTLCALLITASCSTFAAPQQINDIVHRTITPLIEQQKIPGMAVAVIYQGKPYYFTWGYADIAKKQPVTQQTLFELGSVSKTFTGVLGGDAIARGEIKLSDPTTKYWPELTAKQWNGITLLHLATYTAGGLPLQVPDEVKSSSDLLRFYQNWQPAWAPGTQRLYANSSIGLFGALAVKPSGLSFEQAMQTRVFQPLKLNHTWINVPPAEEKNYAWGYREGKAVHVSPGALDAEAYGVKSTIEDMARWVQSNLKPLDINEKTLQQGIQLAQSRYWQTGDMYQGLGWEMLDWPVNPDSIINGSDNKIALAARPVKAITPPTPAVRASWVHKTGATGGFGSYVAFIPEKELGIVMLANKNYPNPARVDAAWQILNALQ
#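 20 mM phosphate pH 7.0 + 0.01% (detergent screen) or 0.0001% Triton X-100; 5.3 nM AmpC reagent; cpd preinc 15 min RT; nitrocefin (800 uM stock) to start; A480 q20 s × 4 min; Activity was normalised to no-enzyme and no-compound control wells.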
# AmpC no deterg – inhibitors of E. coli AmpC beta-lactamase without detergent. Potency, µM (titrated, usually from 57.1 µM), for inactives: at the top dose activity change, negative = inhibition, usual class: inhibitors. AmpC nitrocefin hydrolysis, absorbance 480 nm, 0.0001% Triton. 0.52% of 330,000 active. P00811;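 note: potency is the fitted concentration of half-maximal effect; plate controls were no compound for no effect and no enzyme for full effect; nearly all actives have a fitted effect of over 20% in size; some results filed as inactive show a strong effect at the top dose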
#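 20 mM phosphate pH 7.0 + 0.01% (detergent screen) or 0.0001% Triton X-100; 5.3 nM AmpC reagent; cpd preinc 15 min RT; nitrocefin (800 uM stock) to start; A480 q20 s × 4 min; Activity was normalised to no-enzyme and no-compound control wells.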
# * = called active by the depositor; ? = inconclusive; / = no result given; [ ] = another dose, or the depositor's remark. Unless noted, calls come from the whole dose curve; as a rule, active = well fitted curve in the direction sought with a large enough effect; inconclusive = small, poorly fitted or top-dose-only effect, or another doubt; inactive = no such curve, though single readings can be large; an effect the other way counts as inactive or inconclusive. Unless noted, % is set by controls: 0 for no effect and ±100 for the full control effect. Hits appear at their usual frequency; any-hit rate near 7.8%.
SMILES	Sm TGR block	Giardia FBPA inh	AmpC no deterg	HCMV inh	AMA1 RON2 block	AmpC detergent
CC(C)[C@H](NC(=O)[C@H](CCCN=C(N)N)NC(=O)NC(Cc1ccccc1)C(=O)O)C(=O)NC(C=O)CCCN=C(N)N (some centres undefined)	2%	0%	6%	11	7%	0%
O=S(=O)(O)c1cc(OS(=O)(=O)c2ccccc2)cc2ccccc12	0%	26%	-26%	3	0%	?
COc1cc(C(=O)NCC2(c3ccccc3)CCCC2)cc(OC)c1OC	1%	14%	54%	49	8%	-4%
CCOc1ccc(C(CC(=O)O)NC(=O)COc2ccccc2)cc1OC (centres undefined)	-1%	1%	-12%	23	0%	-5%
O=c1[nH]c(-c2ccc(O)cc2)nc2scc(-c3cccs3)c12	7%	-5%	-53%	42	-2%	0%
Cc1cc(-c2ccc(C)c(S(=O)(=O)NCc3ccc(Cl)cc3)c2)on1	19%	/	/	?	/	8%
O=C(Oc1ccc[nH]c1=O)c1cccc(Cl)c1	-5%	-18%	-16%	8	36%[activator]	?
O=C(C1CCN(S(=O)(=O)c2cccc3cccnc23)CC1)N1CCN(c2ccc(Cl)cc2)CC1	-10%	1%	53%	-79*	-5%	?
CSc1nc(N)nc(SC2C=CCCC2)c1C#N (centres undefined)	3%	0%	-36%	94	-1%	7%
N#Cc1ccc(C(=O)NCCCSc2ccccc2)cc1	0%	-1%	-29%	-5	-4%	-8%
COC(=O)Nc1c(C(=O)OC)cc(OC)c(OC)c1OC	3%	-1%	-26%	0	1%	-14%
CC1CCN(c2c(NCC3CCC(C(=O)NCc4ccccc4)CC3)c(=O)c2=O)CC1 (centres undefined)	-6%	1%	-20%	40	10%	?
O=[N+]([O-])/C=C/c1c(OCc2ccccc2)ccc2ccccc12	?	-2%	-18%	/	/	0%
COc1cccc(Nc2nc(-c3cccs3)nc3ccccc23)c1	-5%	-4%	-29%	38	-10%	?
C=CCN1C(=O)N(c2ccc(F)cc2)C(=O)C1CC(=O)Nc1ccc(Cl)cc1 (centres undefined)	3%	-1%	0%	6	-3%	-4%
COCCNC(=O)c1onc(CSc2ccccc2C)c1C(=O)O	-24%	7%	-6%	-2	5%	-2%
Cc1nn(C)cc1C1C(C#N)=C(N)N(c2ccc(F)c([N+](=O)[O-])c2)C2=C1C(=O)CCC2 (centres undefined)	?	?	-21%	2	-3%	4%
O=C(c1cc(-c2ccncc2)nc2ccc(Br)cc12)N1CCN(c2ccccn2)CC1	-8%	1%	/	41	13%	-2%
COC(=O)c1ccccc1S(=O)(=O)C(C)(C)C	-11%	2%	-12%	51	6%	-9%
O=C(CN1C(=O)S/C(=C\c2ccccc2)C1=O)NNC(=O)c1ccccc1O	-2%	-2%	-35%	-24	4%	?
Cn1c(=O)c2c(nc(NCCCO)n2C/C=C/c2ccccc2)n(C)c1=O	0%	-13%	21%	?	3%	-9%
C/C(CC(=O)Nc1ccccc1C)=N\NC(=O)Cc1csc(N)n1	-28%	25%	-18%	19	75%[activator]	2%
CCN(CC)S(=O)(=O)c1cccc(-c2nnc(SCCOc3ccc(Cl)cc3)o2)c1	?	1%	-6%	-19	23%	-6%
Cc1sc2nc(CN3CCCC3)nc(N3CCN(S(=O)(=O)c4cccs4)CC3)c2c1C	4%	3%	111%[activator]	-15	30%	?
O=C(Nc1nnc(-c2ccc(F)cc2)s1)C1CCN(S(=O)(=O)c2ccc(Cl)cc2)CC1	3%	9%	-7%	40	-12%	1%
Cc1cccc(S(=O)(=O)NCC2CCCO2)c1 (centres undefined)	8%	3%	-25%	-25	7%	-1%
CCN(CC)S(=O)(=O)c1ccc(C(=O)Nc2nc3c(Cl)cc(Cl)cc3s2)cc1	1%	/	/	4	/	15%
O=C(COC(=O)CCC(=O)c1ccc2c(c1)OCCO2)NCc1ccc2c(c1)OCO2	-31%	3%	-7%	38	0%	?
CC(=NCc1ccc2c(c1)OCO2)c1c(O)[nH]c(=O)[nH]c1=O	-7%	-4%	-15%	38	0%	-8%
Cn1cccc1C(=O)C(=O)Nc1ccc(Cl)cc1	13%	0%	-14%	121	-1%	-1%
CCCNS(=O)(=O)c1ccc(C(=O)NCC2CCCO2)cc1 (centres undefined)	-3%	-4%	-14%	-6	2%	-8%
Cc1ccc(C)c(OCc2cc(C(=O)N3CCN(c4cnccn4)CC3)no2)c1	0%	/	102%[activator]	-31	-19%	1%
CC(=O)N1CCN(CC(O)Cn2c3ccccc3c3ccccc32)CC1 (centres undefined)	4%	2%	115%[activator]	9	-8%	?
CC1(C)Cc2ccccc2-c2nnc(SCC(=O)Nc3nc4ccccc4s3)n21	-1%	5%	-2%	-83*	-25%	2%
O=C(CNC(=O)c1cccs1)NCC(=O)OCC(=O)c1ccc([N+](=O)[O-])cc1	-15%	-2%	-21%	-29	-9%	5%
O=C(O)c1cccc(N2C(=O)CSC2c2ccccc2)c1 (centres undefined)	11%	-3%	-23%	54	-4%	-15%
O=S(=O)(Cc1ccccc1)N1CCCC(c2nc(-c3ccc(F)cc3)no2)C1 (centres undefined)	3%	2%	-1%	4	-10%	-11%
O=C(Cc1c(O)c2ccccc2[nH]c1=O)NCc1ccccc1	4%	-1%	-22%	/	10%	-1%
CCC(C)(C)C1CCc2[nH]nc(C(=O)NCc3ccc(Cl)cc3)c2C1 (centres undefined)	0%	/	-30%	-24	-2%	-1%
CCCc1ccc(OCc2ccc(C(=O)NN)o2)c(OC)c1	-8%	3%	30%	72	96%[activator]	-5%
Cc1ccc(Cc2cnc(NC(=O)C3CCCO3)s2)cc1 (centres undefined)	-1%	-2%	-4%	43	-9%	0%
CNC(=O)C1CC(=O)N(CCc2ccc(C)cc2)C1 (centres undefined)	-2%	7%	-9%	-69*	26%	-5%
Cc1ccc(S(=O)(=O)N2CCC(=O)N(C(CO)C(C)C)CC2)cc1 (centres undefined)	2%	-1%	16%	-34	7%	2%
Cc1cc(Nc2ccc(Br)cc2)n2nc(C)nc2n1	0%	2%	-15%	-5	12%	?
CCOc1ccccc1Nc1ncnc2ccc(Br)cc12	-14%	0%	-6%	-30	27%	2%
Cc1cc(C(=O)Nc2ccc(Cl)cc2)c(C)n1Cc1cccs1	?	-7%	-52%	-7	-2%	-4%
CC(C)(C)NC(=O)N1CCC(CO)(Cc2ccccc2Cl)CC1	/	0%	41%	-27	7%	6%
COc1cccc(CNC(=O)C2CCCCN2S(=O)(=O)c2ccc(F)cc2)c1 (centres undefined)	14%	/	/	7	/	-1%
O=C(CSc1ncc2c(n1)-c1ccccc1N(Cc1ccc(Cl)cc1)S2(=O)=O)c1ccccc1	1%	/	/	13	/	5%
C[C@@H]1CC=C[C@@H]2[C@H]1C(=O)N(Cc1ccccc1)[C@H]2c1ccccc1Br	/	11%	12%	-8	2%	/

# (listing goes on)
SMILES	Sm TGR block	Giardia FBPA inh	AmpC no deterg	HCMV inh	AMA1 RON2 block	AmpC detergent
c1ccc(-c2cncnc2)nc1	-14%	/	-14%	-19	14%	-2%
CN1C(=O)C(C)(C)c2cc(S(=O)(=O)N3CCN(c4ccccc4F)CC3)ccc21	8%	12%	-14%	-7	12%	-6%
CCCCC(CC)COC(=O)CCCCC(=O)OCC(CC)CCCC (centres undefined)	-7%	/	4%	31	-5%	-4%
O=C(O)CCc1ccc(-c2ccc(Br)cc2)n1-c1ccc(O)cc1	28µM*	11%	-41%	-3	-13%	-5%
COC(=O)c1ccc(NC(=O)CN2C(=O)CCc3cc(S(=O)(=O)N4CCCCC4)ccc32)cc1	-13%	/	/	13	/	7%
Cc1cc(NC(=O)CSc2nc(-c3ccccc3Cl)nc3c2c(=O)n(C)c(=O)n3C)no1	4%	7%	-9%	?	-7%	5%
COc1ccc(-n2ncc(C(=O)N3CCN(c4cc(C)ccc4C)CC3)c2C2CCN(C(=O)OC(C)(C)C)CC2)cc1	6%	/	/	0	/	2%
O=C(Nc1cc2c3c(c1)CC(=O)N3CCC2)c1ccc(Cl)cc1	-1%	/	-10%	76	-12%	-11%
Cc1ccc(C)c(N2C(=O)CS/C2=N\NC(=O)c2ccccc2Cl)c1	-2%	3%	-23%	12	5%	2%
Cc1cc(C)cc(NC(=O)CCN2CC(C)OC(C)C2)c1 (centres undefined)	-33%	6%	2%	?	14%	-16%
Nc1nonc1-c1nc2ccccc2n1Cc1ccc(F)cc1	11%	13%	-25%	?	-11%	0%
Cc1nn(-c2ccccc2)c2sc(C(=O)N(Cc3ccco3)C(C)C(=O)NC(C)(C)C)cc12 (centres undefined)	-13%	-7%	-11%	18	1%	-7%
COc1ccccc1CCC(=O)Nc1cc(S(=O)(=O)N2CCCCC2)ccc1N1CCN(C)CC1	5%	/	228%[activator]	-14	-3%	1%
CC(=O)Nc1cccc(NS(=O)(=O)c2cccc3nsnc23)c1	-1%	1%	-25%	69	-5%	1%
CCn1c(C(=O)N2CCC(C(=O)NCCCSC3CCCCC3)CC2)cc2sccc21	-6%	1%	189%[activator]	-7	-4%	6%
O=C(c1cccc(Cl)c1)N1CCC2(CC1)NCCc1[nH]cnc12	-34%	/	-13%	42	3%	0%
Cc1ccc(S(=O)(=O)N2CCCC2)cc1C(=O)NCc1ccccc1CN1CCCC1	-14%	/	-15%	9	-1%	-9%
NS(=O)(=O)c1ccc(CNC(=O)c2ccccn2)cc1	0%	-6%	-23%	0	-10%	6%
O=C(NC1CCCC1)C(c1ccccc1F)N(C(=O)c1ccco1)C1CCCC1 (centres undefined)	1%	-2%	50%	-21	-6%	-14%
CCc1ccc(NC(=O)CSc2nc3c(c(=O)n(C)c(=O)n3C)n2C)cc1	-1%	8%	-2%	0	-3%	-11%

# Copied from above, six compounds:
SMILES	Sm TGR block	Giardia FBPA inh	AmpC no deterg	HCMV inh	AMA1 RON2 block	AmpC detergent
CCn1c(C(=O)N2CCC(C(=O)NCCCSC3CCCCC3)CC2)cc2sccc21	-6%	1%	189%[activator]	-7	-4%	6%
O=C(c1cccc(Cl)c1)N1CCC2(CC1)NCCc1[nH]cnc12	-34%	/	-13%	42	3%	0%
Cc1ccc(S(=O)(=O)N2CCCC2)cc1C(=O)NCc1ccccc1CN1CCCC1	-14%	/	-15%	9	-1%	-9%
NS(=O)(=O)c1ccc(CNC(=O)c2ccccn2)cc1	0%	-6%	-23%	0	-10%	6%
O=C(NC1CCCC1)C(c1ccccc1F)N(C(=O)c1ccco1)C1CCCC1 (centres undefined)	1%	-2%	50%	-21	-6%	-14%
CCc1ccc(NC(=O)CSc2nc3c(c(=O)n(C)c(=O)n3C)n2C)cc1	-1%	8%	-2%	0	-3%	-11%

# Source: PubChem (National Center for Advancing Translational Sciences (NCATS))
